NS5 inhibitors: Dengue-2 NS5 methyltransferase inhibitors, primary screen, biochemical, confirmation dose response (AID 588689); Dengue-2 NS5 methyltransferase capping enzyme assay, biochemical; higher % means a stronger effect; one-dose inhibition, % at 25 µM; IC50 in µM for titrated hits; 0.3% of 340,000 active; in the data active = a potency from the dose series; inconclusive = inhibition above about 29% without an active follow-up result
Myeloid diff 2: myeloid differentiation induction. ER-HoxA9 myeloid progenitors, lysozyme-GFP differentiation, flow cytometry. calls only at 10 µM. 1% of 360,000 active;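 active = normalized GFP-positive differentiation at or above the plate's own cutoff, the solvent-only control mean plus 3 SD; inconclusive = no clear call, values can overlap the other calls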;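 also: cells exposed to compound for four days before flow analysis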
NS5 inhibitors pilot replicate: also measured in NS5 inhibitors; calls as there; inhibition, %; measured here: pilot screen replicate inhibition
Myeloid diff 2 GFP+ MAC1+ %: recorded beside Myeloid diff 2, whose call it bears; GFP+ MAC1+ double positive, %; measured here: differentiation confirmed by MAC1 staining
An asterisk follows results filed as active; i = inactive; ? = inconclusive; / = no result given; + = active, no number; & = joins results of further samples. An excerpt; count on the stated rates, not on these rows.

Start of the listing, in advance:
SMILES	NS5 inhibitors	Myeloid diff 2	Myeloid diff 2 GFP+ MAC1+ %	others
COc1ccc(C(=O)Nc2nc(CC(=O)NCCc3cccc(OC)c3)cs2)cc1	-2.2%	i	0.7
FC(F)(F)c1ccccc1C1=CC(c2ccccc2)n2ncnc2N1 (stereo unspecified)	-6.5%	i	0.7
CCOC(=O)C(Cc1ccnnc1)=NO	-1.5%	i	0.7
CCCCN(C(=O)CSc1nnc(-c2ccc(Cl)cc2)o1)c1c(N)n(CC(C)C)c(=O)[nH]c1=O	-7.3%	i	1.1
COc1ccccc1C(=O)NCCC(=O)NC(C)CCc1ccccc1 (stereo unspecified)	-6.5%	i	0.4

This part in full, from the first entry:
SMILES	NS5 inhibitors	Myeloid diff 2	Myeloid diff 2 GFP+ MAC1+ %	others
COc1ccc(C(=O)Nc2nc(CC(=O)NCCc3cccc(OC)c3)cs2)cc1	-2.2%	i	0.7
FC(F)(F)c1ccccc1C1=CC(c2ccccc2)n2ncnc2N1 (stereo unspecified)	-6.5%	i	0.7
CCOC(=O)C(Cc1ccnnc1)=NO	-1.5%	i	0.7
CCCCN(C(=O)CSc1nnc(-c2ccc(Cl)cc2)o1)c1c(N)n(CC(C)C)c(=O)[nH]c1=O	-7.3%	i	1.1
COc1ccccc1C(=O)NCCC(=O)NC(C)CCc1ccccc1 (stereo unspecified)	-6.5%	i	0.4
O=C(COc1ccccc1)NCC(=O)N/N=C/c1cccs1	-5.5%	i	0.9
C[C@@H]1CN([C@@H](C)CO)C(=O)CCCn2cc(nn2)CO[C@H]1CN(C)S(=O)(=O)c1ccc(-c2ccccc2)cc1	1.6%	i	0.3
Cc1ccc(S(=O)(=O)N(C)C[C@H]2OCCCC[C@@H](C)Oc3ccc(N(C)C)cc3C(=O)N([C@H](C)CO)C[C@@H]2C)cc1	-1.1%	i	0.2
Cc1ccccc1Cn1cc(S(=O)(=O)c2ccc(C(C)C)cc2)c(=O)c2cc3c(cc21)OCO3	0.0%	i	0.8
O=C(C1CC(=O)N(c2ccc(F)cc2)C1)N1CCC(c2nc3ccccc3[nH]2)CC1 (stereo unspecified)	8.1%	i	0.6
CC1CCCCC12NC(=O)N(CC(=O)NCCc1ccc(S(N)(=O)=O)cc1)C2=O (stereo unspecified)	3.7%	i	0.8
CCOc1ccc(S(=O)(=O)N2CCC(C(=O)NCC(=O)Nc3cccc(Cl)c3C)CC2)cc1	-2.2%	i	0.0
COc1ccc(Cl)cc1NC(=O)CN(C)C(=O)c1cc(=O)c2ccccc2o1	-9.6%	i	1.3
CC[C@@]1(C(=O)OC)N[C@H](CN(C)C(=O)COc2ccccc2)[C@@H]2C(=O)N(Cc3ccccc3)C(=O)[C@@H]21	-2.3%	i	3.7	NS5 inhibitors pilot replicate=-4.8
COc1ccc(C(=O)Nc2nc(CC(=O)NCCc3ccccc3OC)cs2)cc1	-6.6%	i	1.1
O=C1C=CC(=Nc2ccc3c(c2)C(=O)c2ccccc2-3)O1	3.5%	i	0.6
Cc1cc(NC(=O)CSCC(=O)N2CCN(c3cccc(C(F)(F)F)c3)CC2)no1	4.3%	i	0.7
O=C(c1cccc(S(=O)(=O)N2CCOCC2)c1)N1CCN(S(=O)(=O)c2cccc([N+](=O)[O-])c2)CC1	-2.2%	i	0.8
Cc1cc(NC(=O)CSc2[nH]c(=O)cc(C(F)(F)F)c2C#N)no1	-8.9%	i	1.6
C=C(C)CN(CC)C(=O)CSc1ccc(S(=O)(=O)N2CCN(C)CC2)cn1	2.2%	i	0.9
Cc1ccc(S(=O)(=O)N(C)C[C@H]2Oc3ncc(Br)cc3C(=O)N([C@H](C)CO)C[C@@H]2C)cc1	-6.8%	i	0.6
CCN(CC)C(=O)[C@H]1C[C@H](CC(=O)NCCN2CCOCC2)C(=O)N2CCc3c([nH]c4cc(CCC(=O)N(C)C)ccc34)[C@]12C	-0.3%	i	0.5	NS5 inhibitors pilot replicate=2.4
COc1ccc(CC(=O)OCC(=O)NC(=O)Nc2ccccc2F)cc1	-1.5%	i	1.3
COc1cc(C)ccc1OCC(=O)OCC(=O)c1[nH]c(C)c(C(C)=O)c1C	8.5%	i	1.1
O=S(=O)(Nc1cc(S(=O)(=O)N2CCCC2)ccc1O)c1ccc(Cl)s1	9.4%	i	1.0
SMILES	NS5 inhibitors	Myeloid diff 2	Myeloid diff 2 GFP+ MAC1+ %	others
COc1ccc(NC(=O)CSc2nnc3ccc(-c4ccncc4)nn23)cc1	-2.2%	i	0.6
Cc1cccc(/C=N/NC(=O)CC(=O)NCCc2ccccc2)c1	11.5%	i	0.9
Cc1ccc(OCCNS(=O)(=O)c2ccc(Cl)cc2)cc1	-6.1%	i	0.8
C=CCC[C@@H](Cc1ccc(F)cc1)C(=O)OC[C@@H](NC(=O)[C@H](CC=C)CC(=O)N(CCO)Cc1ccccc1)c1ccccc1	-4.8%	i	0.7
C[C@@H]1CCCCO[C@H](CN(C)S(=O)(=O)c2cn(C)cn2)[C@@H](C)CN([C@H](C)CO)C(=O)c2cc(NC(=O)c3ccncc3)ccc2O1	-2.9%	i	1.2
COC(=O)c1sc(NC(=O)COc2cccnc2[N+](=O)[O-])c(C(=O)OC)c1C	5.3%	i	0.1
O=C(CN1CCN(C(=O)c2ccc(-c3nc4ccccc4s3)o2)CC1)Nc1ccccc1Cl	-3.6%	i	1.0
COCCCNC(=O)Cn1ccc(NC(=O)OCc2ccccc2)nc1=O	-8.4%	i	1.0
C[C@@H]1CN([C@@H](C)CO)C(=O)c2cc(Br)cnc2O[C@H]1CN(C)C(=O)Nc1ccc2c(c1)OCO2	-4.6%	i	0.8
O=C(Cn1cc([N+](=O)[O-])ccc1=O)NC1CCCCC1	-2.3%	i	0.2
O=Cc1cc2c(cc1[B-](F)(F)F)OCO2	-1.9%	i	0.7
CCCCCC(=O)Nc1cc(S(=O)(=O)N2CCOCC2)ccc1N1CCCCC1	-5.8%	i	0.5
CC(C)CN(C(=O)C1CCCC1)C1CCS(=O)(=O)C1 (stereo unspecified)	-5.9%	i	0.7
CC(=O)Nc1ccc(CCCCc2ccccc2)cc1	11.3%	i	1.4
CN1CCn2cnc(C(=O)N[C@@H](Cc3ccccc3)C(=O)OC(C)(C)C)c2C1=O	0.6%	i	0.3
CCC(Oc1ccccc1)C(=O)Nc1cc(Cl)ccc1-n1cncn1 (stereo unspecified)	-4.3%	i	0.5
O=C(Nc1nc(-c2cc(F)ccc2F)cs1)c1cccc(N2C(=O)CCC2=O)c1	-5.1%	i	0.4
Cc1ccc(-c2csc(NCCn3c(-c4ccncc4)nc4cc(C(F)(F)F)ccc43)n2)cc1	-9.6%	i	0.5
CN(C)CCSc1nc2cc(S(=O)(=O)N3CCCCC3)ccc2o1	-2.6%	i	2.1
CC1=Nc2ccc(C)c3nc(C)cc(c23)N1c1ccc(C)cc1	9.4%	+	7.8*
CS(=O)(=O)c1cccc(C(=O)OCCCC(=O)c2ccccc2)c1	-2.2%	i	0.4
CCCN(C(=O)c1cccs1)c1c(N)n(Cc2ccccc2)c(=O)[nH]c1=O	-5.9%	i	0.8
CCN1CCN(c2ccc(S(=O)(=O)N3CCCCC3)cc2NC(=O)Cc2ccccc2)CC1	-2.9%	i	1.3
COc1ccc(NC(=O)CSCC(=O)N(C)Cc2ccc3c(c2)OCCO3)cc1	-8.8%	i	0.4
Cn1cc(S(=O)(=O)N2CCOCC2)cc1C(=O)O	4.0%	i	0.0

Five compounds already listed, sorted by SMILES length, descending:
SMILES	NS5 inhibitors	Myeloid diff 2	Myeloid diff 2 GFP+ MAC1+ %	others
C=CCC[C@@H](Cc1ccc(F)cc1)C(=O)OC[C@@H](NC(=O)[C@H](CC=C)CC(=O)N(CCO)Cc1ccccc1)c1ccccc1	-4.8%	i	0.7
CCN1CCN(c2ccc(S(=O)(=O)N3CCCCC3)cc2NC(=O)Cc2ccccc2)CC1	-2.9%	i	1.3
O=C(Nc1nc(-c2cc(F)ccc2F)cs1)c1cccc(N2C(=O)CCC2=O)c1	-5.1%	i	0.4
CN(C)CCSc1nc2cc(S(=O)(=O)N3CCCCC3)ccc2o1	-2.6%	i	2.1
O=Cc1cc2c(cc1[B-](F)(F)F)OCO2	-1.9%	i	0.7

Carrying on:
SMILES	NS5 inhibitors	Myeloid diff 2	Myeloid diff 2 GFP+ MAC1+ %	others
COc1ccc(S(N)(=O)=O)cc1C(=O)OCC(=O)N1CCCC(C)C1 (stereo unspecified)	0.7%	i	1.4
COc1cc2c(cc1OC)C(O)C(O)(CO)C(C(=O)O)C2c1cc(OC)c(OC)c(OC)c1 (stereo unspecified)	6.2%	i	0.6
C[C@@H]1C[C@H]2[C@@H]3CCC4=CC(=O)C=C[C@]4(C)[C@@]3(F)[C@@H](O)C[C@]2(C)[C@@]1(O)C(=O)CO	-5.2%&-0.7%	?	/
CCN(CC(=O)Nc1ccc(NC(C)=O)cc1)C(=O)c1ccc(=O)n(C)n1	-7.0%	i	0.5
CN(c1ccccc1)S(=O)(=O)c1cc(C(=O)N2CCN(c3ncccn3)CC2)ccc1Cl	-13.0%	i	1.2
CCCOc1ccc(C(=O)NC(=S)N2CCN(c3ncc4c(=O)c(C(=O)O)cn(CC)c4n3)CC2)cc1	5.0%	i	0.7
C=CCC[C@@H](Cc1ccc(F)cc1)C(=O)O[C@H](CNC(=O)[C@H](CC=C)CC(=O)N(CCO)Cc1ccccc1)c1ccccc1	-5.8%	?	/
O=C(CS(=O)(=O)c1ccccc1)Nc1nnc(-c2cccs2)o1	-4.4%	i	0.8
CCOc1ccccc1NC(=O)C(c1ccccc1)N1CCN(CC(=O)N2CCCC2)CC1 (stereo unspecified)	3.0%	i	0.6
O=C(NNC(=O)c1ccccc1-n1cccc1)c1ccc(Cl)nc1	-14.7%	i	0.3
COc1ccc(C(CNC(=O)c2ccc(S(=O)(=O)Nc3ccccc3OC)cc2)N2CCCC2)cc1 (stereo unspecified)	-5.8%	i	0.1
COc1cccc(-c2cc(C(=O)N/N=C/c3cccc(OC)c3OC)c3ccccc3n2)c1	-4.7%	i	0.7
C=CCSc1nnc(NC(=O)C2CSC3(C)CCC(=O)N23)s1 (stereo unspecified)	-2.2%	i	0.8
Cc1ccc([C@@H]2C[C@H]3[C@@H](CN2S(=O)(=O)c2ccc(Cl)cc2)C(=O)C[C@@H](c2ccc(C)cc2)N3S(=O)(=O)c2ccc(Cl)cc2)cc1	-0.6%	i	0.7
COc1ccc(NS(=O)(=O)c2cc(C(=O)N(C)CCc3ccccn3)ccc2Cl)cc1	3.7%	i	1.4
Cc1ccc(CN2CC(=O)N3[C@H]4c5cc(Cl)ccc5OC[C@@H]4[C@H](c4ccccc4)[C@]3(C)C2=O)cc1	-12.3%	i	2.1
COc1ccc(NS(=O)(=O)c2cccc(C(=O)OCC(=O)c3c(N)n(C)c(=O)n(C)c3=O)c2)cc1	-1.9%	i	0.4
Cc1cccc(C(=O)N[C@@H](C)C(=O)N2CCN(c3ncccn3)CC2)c1	-3.8%	i	0.2
COc1ccc(NC(=O)CSCC(=O)Nc2cc(Cl)ccc2N2CCOCC2)cc1	0.7%	i	0.7
COc1cc2cc(CCCOC(=O)c3cc(OC)c(OC)c(OC)c3)oc(=O)c2cc1OC	6.6%	i	1.5
CCCCn1c(N)c(N(CCOC)C(=O)COC(=O)CNC(=O)c2ccc(Cl)c(Cl)c2)c(=O)[nH]c1=O	-7.3%	i	0.5
Cc1cccc(C)c1NC(=O)CN(C)C(=O)CCC(=O)c1ccccc1	-3.0%	i	0.3
O=C(Nc1cccc([N+](=O)[O-])c1)c1ccc([N+](=O)[O-])o1	-2.3%	?	/
CC(=NNS(=O)(=O)c1cccc([N+](=O)[O-])c1)c1ccc(-n2ccnc2)cc1	2.2%	i	1.8
O=C(NC1CCS(=O)(=O)C1)c1ccc2c(c1)OCO2 (stereo unspecified)	0.7%	i	0.7
SMILES	NS5 inhibitors	Myeloid diff 2	Myeloid diff 2 GFP+ MAC1+ %	others
Cc1[nH]nc2c1C(c1ccoc1)C(C#N)=C(N)O2 (stereo unspecified)	-6.6%	i	0.7
Cc1nn(CC(C)C)c(Cl)c1C(=O)NCC1CCCO1 (stereo unspecified)	-4.6%	i	0.8
C=C1C(=O)c2sccc2C(c2ccc(OC)c(OC)c2)C1COC(C)=O (stereo unspecified)	-61.3%	?	/
O=Cc1c[nH]c2ccc(S(=O)(=O)N3CCCCC3)cc12	2.8%	i	1.1
O=C1CC2CCCC(C1)S2=O (stereo unspecified)	-1.7%	i	0.6
Cc1c(NC(=O)C(C)OC(=O)c2ccc(NC(=O)CC#N)cc2)c(=O)n(-c2ccccc2)n1C (stereo unspecified)	-4.3%	i	1.0
COc1ccccc1NS(=O)(=O)c1cc(NC(=O)c2cccc(S(=O)(=O)N(C)C)c2)ccc1N1CCOCC1	3.7%	i	1.4
CC(C)(CNC(=O)CNC(=O)c1ccc(Cl)cc1Cl)N1CCOCC1	1.5%	i	0.9
CC1CC(C)CN(C(=O)c2ccc(NS(=O)(=O)c3ccc4[nH]c(=O)[nH]c4c3)cc2)C1 (stereo unspecified)	3.6%	i	0.7
CCOC(=O)c1sc2ncn(CC(=O)Nc3cc(C)on3)c(=O)c2c1C	-3.7%	i	1.7
CCc1noc(C)c1C(=O)N1CCN(c2cccc(Cl)c2)CC1	-2.9%	i	0.9
OCCN1CCN(C2CCC(c3ccc(F)cc3)c3ccc(F)cc32)CC1 (stereo unspecified)	0.0%	i	1.1
O=C(Nc1ccc(F)cc1F)C1CC(=O)N(Cc2ccccc2)C1 (stereo unspecified)	3.6%	i	1.4
O=C1C=C(c2cc(F)ccc2F)C[C@@H](c2ccc(Cl)cc2)C1	-0.8%	i	0.9
ON=C1CCCCCCCC1	5.4%	i	1.3
O=C(c1ccc(N2CCCC2=O)cc1)N1CCN(c2ccc(C(F)(F)F)cc2[N+](=O)[O-])CC1	6.3%	i	2.4
Cc1cccc(NC(=O)CN2CCN(C(=O)c3cccc(-n4cnnn4)c3)CC2)c1C	-7.4%	i	1.2

Source: PubChem BioAssay (several laboratories)
